LMPTP block: LMPTP (human) inhibition; P24666; recombinant LMPTP-A, OMFP fluorogenic substrate, fluorescence intensity; inhibition, % at 20 µM; 360,000 compounds, 0.22% hits;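 active = compounds that cut the enzyme signal by at least half of the control window in the single-dose screen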;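 note: plate controls were DMSO wells with enzyme plus substrate for no effect and substrate without enzyme for full effect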
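Buffer or medium: Bis-Tris pH 6.0, DTT, detergent; Assay system: LMPTP-A enzyme; Quantity: 0.625 nM enzyme; Detection: endpoint fluorescence intensity; Times: 50 min dark incubation at room temperature; Controls: substrate-only low control, DMSO enzyme-plus-substrate high control; Doses: single 20 µM dose; Read-out: percent inhibition versus substrate-only and uninhibited controls; Reagent: 400 µM OMFP.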
Scp1 inh: inhibitors of human Scp-1 phosphatase | Q9GZU7 | AID 493091 | 340,000 compounds, 0.88% hits | Recombinant Scp1, phosphopeptide, malachite green phosphate absorbance | inhibition, % at 20 µM;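 active = inhibition above about 50% at 20 µM, limit read from the data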;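 note: plate controls were DMSO wells with enzyme for no effect and wells lacking enzyme for full effect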
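Assay system: SCP-1 catalytic fragment, aa 76-261 | Buffer or medium: Tris acetate buffer pH 5.5 with MgCl2 and Tween-20 | Compound: One concentration, 20 µM, with 1.0% DMSO | Also added: Phospho 17-mer peptide substrate | Signal: Absorbance at 630 nm | Incubation: 45 min enzyme reaction at room temperature | Measure: % inhibition of SCP-1 phosphate liberation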
NadD block: blocks S. aureus nicotinate mononucleotide adenylyltransferase. purified NadD enzyme, colorimetric absorbance read-out. 360,000 compounds, 0.78% hits. inhibition, % at 20 µM; in the data active = inhibition above about 26%; note: some compounds past the cut are filed as inactive
DNMT1 block: DNMT1 (human) enzyme inhibition; inhibition (reported as % activation of signal), % at 10 µM; DNMT1 molecular beacon, Hinp1I cleavage, fluorescence; 360,000 compounds, 0.83% hits; P26358; in the data active = inhibition above about 50%
Target sequence (P26358 504-1616 limits assumed): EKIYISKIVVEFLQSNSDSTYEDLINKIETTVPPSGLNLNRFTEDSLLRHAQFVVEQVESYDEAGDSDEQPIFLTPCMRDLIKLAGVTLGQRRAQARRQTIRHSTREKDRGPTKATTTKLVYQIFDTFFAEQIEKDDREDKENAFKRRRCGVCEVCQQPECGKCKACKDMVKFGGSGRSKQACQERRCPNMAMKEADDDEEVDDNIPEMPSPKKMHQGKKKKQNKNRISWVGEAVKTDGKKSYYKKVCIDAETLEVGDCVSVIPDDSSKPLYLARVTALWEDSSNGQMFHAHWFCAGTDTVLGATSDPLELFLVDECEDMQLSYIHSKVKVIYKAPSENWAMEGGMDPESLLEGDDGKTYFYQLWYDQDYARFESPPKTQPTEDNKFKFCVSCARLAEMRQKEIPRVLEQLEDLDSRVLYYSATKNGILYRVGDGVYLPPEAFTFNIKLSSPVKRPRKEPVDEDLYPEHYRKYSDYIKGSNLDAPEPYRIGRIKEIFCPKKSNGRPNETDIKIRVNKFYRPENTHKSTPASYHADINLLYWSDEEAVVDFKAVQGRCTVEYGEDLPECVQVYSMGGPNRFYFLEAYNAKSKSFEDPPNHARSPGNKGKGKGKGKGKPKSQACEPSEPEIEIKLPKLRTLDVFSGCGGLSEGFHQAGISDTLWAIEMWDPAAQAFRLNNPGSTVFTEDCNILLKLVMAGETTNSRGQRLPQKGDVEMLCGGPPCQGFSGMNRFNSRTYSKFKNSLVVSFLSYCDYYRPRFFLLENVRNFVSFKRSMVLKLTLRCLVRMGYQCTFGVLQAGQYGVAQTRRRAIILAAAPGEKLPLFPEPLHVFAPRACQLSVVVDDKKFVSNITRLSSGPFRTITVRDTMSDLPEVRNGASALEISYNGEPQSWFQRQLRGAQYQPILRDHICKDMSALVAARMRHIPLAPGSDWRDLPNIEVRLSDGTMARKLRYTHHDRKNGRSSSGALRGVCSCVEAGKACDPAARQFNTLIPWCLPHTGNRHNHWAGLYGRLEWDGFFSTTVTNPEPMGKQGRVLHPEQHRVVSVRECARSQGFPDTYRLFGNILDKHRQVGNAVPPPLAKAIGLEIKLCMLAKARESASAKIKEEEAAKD
SUMO1-SIM PPI: modulators of human SUMO1-mediated protein-protein interactions. P63165. SUMO1 binding to a labelled peptide, TR-FRET, 1 h. inhibition, % at 20 µM. 360,000 compounds, 0.33% hits; in the data active = inhibition above about 37%
TbMetRS inhib: Trypanosoma brucei MetRS inhibition; 360,000 compounds, 0.4% hits; inhibition, % at 11.9 µM; purified T. brucei MetRS, ATP depletion, Kinase-Glo luminescence;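 active = inhibition above a per-plate cutoff of the control wells' mean inhibition plus 3 SD, cut at about 5.5% in these data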;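 note: 0% = DMSO wells median and 100% = median of wells with control inhibitor compound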
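Test system – parasite MetRS enzyme · Reagent – substrates ATP, L-methionine and bulk Escherichia coli tRNA · Doses – 11.9 µM compound single dose, 0.9% DMSO · Times – 15 min enzyme-compound preincubation, 2 h reaction, 10 min detection, 25 °C · Signal – Kinase-Glo luminescence, ATP depletion format · Controls – DMSO-only wells as low control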
STEP block: inhibitors of human striatal-enriched phosphatase STEP; P54829; AID 588621; inhibition, % at 20 µM; 360,000 compounds, 0.25% hits; recombinant STEP, OMFP fluorogenic substrate, fluorescence;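 active = inhibition at 20 µM, scaled per plate between control wells, above about 37%, limit read from the data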;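 note: 0% = DMSO with enzyme and substrate and 100% = substrate only without enzyme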
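Assay system: isolated STEP enzyme. Buffer or medium: pH 6.0 Bis-Tris with DTT and Tween 20. Also added: fluorogenic phosphatase substrate OMFP at 25 µM final. Dosing: 20 µM, 1% DMSO. Timing: 20 min reaction, room temperature, in the dark. Measured by: fluorescence intensity, excitation 480 nm, emission 540 nm. Evaluation: normalized % inhibition.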
Rpn11 inh: inhibitors of human proteasome Rpn11; calls only at 20 µM; 360,000 compounds, 0.59% hits; human 26S proteasome, Ub4-pepOG fluorescence polarization; 20S core pre-blocked with epoxomicin; O00487;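 active = inhibition at 20 µM, scaled to each plate's controls, above about 33%, limit read from the data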
PABP1 MLLE inh: inhibitors of microRNA-mediated deadenylation, human PABP1 MLLE binding; 360,000 compounds, 0.36% hits; AID 588489; inhibition, % at 20 µM; GST-MLLE / FITC-PAM2 fluorescence polarization; in the data active = inhibition above about 35%, passing the limit was not always enough;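 note: plate controls were DMSO wells with GST-MLLE for no effect and wells lacking GST-MLLE protein for full effect; some results filed as inactive read as strong as hits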
CSN inh: CSN deneddylation inhibition; Q92905; Purified CSN, SCF-Nedd8-OG deneddylation, fluorescence polarization; inhibition, % at 12.5 µM; 360,000 compounds, 0.38% hits; AID 651999;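 active = pattern-corrected inhibition above about 35%, with an unprinted fluorescence ratio check between 0.5 and 1.5, limit read from the data, passing the limit was not always enough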;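 note: 0% = enzyme with substrate and 100% = substrate without enzyme; some results filed as inactive read as strong as hits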
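Assay system: purified human Csn5 enzyme expressed in HEK293T cells; measure: % inhibition; also added: SCFSkp2-Nedd8OG substrate at 10 nM final; technique: fluorescence polarization; times: reaction 90 min, room temperature; medium: Tris buffer pH 7.5, NaCl, DTT, Tween-20, trehalose, ovalbumin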
Starred values were filed as active, the others as inactive; i = inactive; . = no result given; + = active, no number.

SMILES	LMPTP block	Scp1 inh	NadD block	DNMT1 block	SUMO1-SIM PPI	TbMetRS inhib	STEP block	Rpn11 inh	PABP1 MLLE inh	CSN inh
O=C(COC(=O)c1ccc2c(c1)C(=O)N(Cc1ccncc1)C2=O)Nc1cccc2ccccc12	38	8	12	-1	-16	-0.9	4	i	-17	3
C[C@H]1CN([C@@H](C)CO)C(=O)CCCn2nncc2CO[C@@H]1CN(C)C(=O)Nc1cccc2ccccc12	-2.2	.	2	-37	0	-1.7	0	i	5	-1
COc1ccc([C@@H]2[C@@H]3C(=O)N(C(C)(C)C)C(=O)[C@@H]3[C@]3(CC(C)C)C(=O)N(c4ccccc4)C(=O)N23)cc1	-0.3	-6	-1	1	0	-0.3	4	i	2	2
CC1Cc2cc(/C(O)=C3/C(=O)C(=O)N(CCCn4ccnc4)C3c3ccc([N+](=O)[O-])cc3)ccc2O1 (stereo not given)	18	3	19	-3	-26	0.0	2	i	0	-1
Cc1cnc(NC(=O)Cc2ccccc2Cl)s1	-1.3	7	-4	18	4	-0.8	-2	i	1	4
N=c1nc2n(cc1F)C1OC(CO)C(O)C1O2 (stereo not given)	1.1	72*	1	-1	2	-0.4	-2	i	10	-2
O=C(Nc1ccc(C2CCCCC2)cc1)C1CCN(c2ncccn2)CC1	-1.0	-3	2	25	0	-1.0	-4	i	3	2
CN(C)C(=O)Cn1cnc2c(cnn2-c2ccc(F)cc2)c1=O	-2.1	11	-1	-2	4	-0.4	-1	i	2	-5
CCN(CC)CCn1c(=N)n(CC(=O)c2ccc(Br)s2)c2ccccc21	2.7	0	-12	-6	-23	0.3	-1	i	0	23
O=C(O)CSc1ncnc2sc3c(c12)CCC3	-1.0	25	-5	15	10	0.0	1	i	-1	-3
CCCCNCCCOc1cc(Cl)ccc1Cl	3.0	4	-3	3	11	-0.2	16	i	-11	5
O=Cc1c(-c2ccc(F)cc2)nc2ccccn12	-1.1	-7	4	1	-2	-0.4	0	i	19	2
CN(c1ccccc1)S(=O)(=O)c1cc(C(=O)NCc2ccco2)ccc1Cl	0.3	.	2	-17	0	0.2	1	i	-13	2
CCCCn1nc(NC(=O)CC)c2cc3cc(OC)ccc3nc21	2.1	-1	-2	-2	-11	2.3	2	i	-1	1
COc1ccccc1-n1nnnc1SCC(=O)N1CCCC1=O	-1.1	-10	-11	2	-1	-0.5	-1	i	-2	5
COc1ccc(C(=O)O)cc1S(=O)(=O)Nc1ccc(C)cc1	0.7	-3	1	0	0	0.0	-2	i	-2	-4
Cc1c(C(=O)NNS(=O)(=O)c2ccccc2)sc(=S)n1C	-1.2	-5	-3	5	-2	0.4	-4	i	16	-1
Cc1cc(-c2nc3c4c5c(sc4[nH]c(=O)n3n2)CCC5)c(C)o1	5.9	58*	-1	66*	16	-1.0	2	i	1	36*
COc1ccc(CCNC(=O)c2sc3cc(C)ccc3c2Cl)cc1	1.8	-3	12	3	-4	-0.7	0	i	8	4
Cc1ccc([N+](=O)[O-])cc1NC(=S)NC(=O)CC(C)(C)C	-0.8	-3	-2	0	-11	-0.1	2	i	18	2
C/C(=N\NC(N)=O)c1cccc(Cl)c1	-1.6	0	-1	4	0	-0.4	-2	i	-11	-6
O=S(=O)(c1cc(Cl)ccc1Cl)N1CCN2CCCC2C1 (stereo not given)	0.9	-2	3	-1	2	0.3	1	i	12	-1
O=c1[nH]c2ccccc2nc1NCCN1CCOCC1	-1.0	-2	-3	1	-3	-0.3	-4	+	6	1
O=C1/C(=C/c2cccs2)SC(=S)N1CC(=O)N1CCCCC1CCO (stereo not given)	0.9	-9	17	-4	-29	-0.5	1	i	6	5
CNc1cncc(-c2cccc(O)c2)n1	2.3	.	7	0	-19	-0.2	-1	i	-7	-3
O=C(CN1CCN(Cc2ccc3c(c2)OCO3)CC1)Nc1cc(S(=O)(=O)N2CCCC2)ccc1Cl	2.5	1	-5	-2	0	-0.3	2	i	9	0
Cc1cccc(Nc2nc(N)nc(CCl)n2)c1C	-0.1	3	-5	1	-1	0.3	0	i	4	0
O=C(Cn1cc([N+](=O)[O-])cn1)N1CCc2ccccc2C1	-0.7	1	-7	-3	-6	-0.8	2	i	3	1
CSc1sc(-c2ccnc(=S)[nH]2)c(-c2ccccc2)c1C#N	0.2	-8	-2	-3	4	-0.2	2	i	14	-1
COCCN1C(=O)c2cc(C(=O)Nc3cccc(F)c3)ccc2C1Nc1cccc(F)c1 (stereo not given)	-0.5	-7	-2	6	4	-0.1	-2	i	-3	3
COc1cccc(S(=O)(=O)N(C)C[C@H]2Oc3ncc(Br)cc3C(=O)N([C@@H](C)CO)C[C@@H]2C)c1	-1.8	.	1	0	1	-1.0	2	i	-2	-5
Cc1cccc(Nc2ncnc3ccc(Br)cc23)c1	0.8	4	-2	2	1	-0.2	-1	i	7	6
O=C(CSCc1ccc(Cl)cc1Cl)Nc1ccc(O)cc1C(=O)O	-2.0	-8	2	0	-2	-0.4	0	i	7	3
CC1(C)CC(=O)N(c2ccc(C#N)cc2)C(=O)C1	-1.9	-2	-4	-2	4	-0.4	-1	i	-4	-1
Cc1cccc(CN(CC(=O)N/N=C/c2ccco2)S(=O)(=O)c2ccc(Cl)cc2)c1	2.4	58*	5	37	3	0.6	3	i	9	9
COc1ccc2cc(CN(CC3CCCO3)C(=O)Nc3ccccc3)c(=O)[nH]c2c1 (stereo not given)	0.0	-7	2	-2	3	-0.1	0	i	4	3
O=C(O)CN1C(=O)C(=O)N(Cc2ccc(Cl)c(Cl)c2)C1=O	-0.2	-16	-2	-9	0	-0.1	4	i	-7	-1
COCC(=O)Nc1ccc2c(c1)OCC(=O)N2Cc1ccccc1F	-0.8	-11	-4	-2	2	-0.1	-3	i	6	6
C=CCn1c(SCC(=O)N2CC(=O)Nc3ccccc32)nc2scc(-c3cccs3)c2c1=O	2.8	-8	17	-6	-2	0.5	1	i	6	2
CC1(C)C=C(c2ccc(C(=O)O)s2)CC(C)(C)N1	-0.8	-8	1	2	-2	0.8	-4	i	1	1

The closing 2 entries of the part above lead into the next:
SMILES	LMPTP block	Scp1 inh	NadD block	DNMT1 block	SUMO1-SIM PPI	TbMetRS inhib	STEP block	Rpn11 inh	PABP1 MLLE inh	CSN inh
C=CCn1c(SCC(=O)N2CC(=O)Nc3ccccc32)nc2scc(-c3cccs3)c2c1=O	2.8	-8	17	-6	-2	0.5	1	i	6	2
CC1(C)C=C(c2ccc(C(=O)O)s2)CC(C)(C)N1	-0.8	-8	1	2	-2	0.8	-4	i	1	1
CCCOc1ccc(F)cc1-c1cc(C(=O)NCCOC)[nH]n1	-0.5	.	4	1	-1	-0.1	-2	i	-8	2
CCOC(=O)C1=C(C)Nc2ncnn2C1c1cccnc1 (stereo not given)	-1.5	-2	7	4	6	-0.7	0	i	0	-3
COc1cc(C(=O)OCC(=O)N2CCNC2=O)cc(Cl)c1OC	-1.2	-2	-4	-1	-4	-0.3	-3	i	-3	-6
COc1ccc(C(=O)c2nccc3ccccc23)cc1	-1.5	-7	-4	-2	-9	0.0	1	i	5	1
COc1ccc(OC)c(/C=C/C(=O)Nc2cccc(S(=O)(=O)NC3=NCCCCC3)c2)c1	1.7	-10	-1	-7	-5	-0.1	-1	i	2	-5
Cc1cc(NC(=O)CSc2nc(C(C)C)nc3sc4c(c23)CCC(C)C4)no1 (stereo not given)	-0.9	0	-3	22	-14	-0.9	2	i	-4	-1
CC[C@@]12C(=O)N(c3ccccc3)C(=O)N1[C@H](c1cccc(C)c1)[C@@H]1C(=O)N(Cc3ccccc3)C(=O)[C@@H]12	-0.5	-9	1	-2	1	-0.3	1	i	2	2
CC1CN(C(=O)COC(=O)[C@@H](NC(=O)c2ccccc2Cl)C(C)C)CC(C)O1 (stereo not given in full)	-2.2	-2	-4	4	1	-0.1	4	i	5	-4

Sorted by heavy-atom count (highest first): part of the list above
SMILES	LMPTP block	Scp1 inh	NadD block	DNMT1 block	SUMO1-SIM PPI	TbMetRS inhib	STEP block	Rpn11 inh	PABP1 MLLE inh	CSN inh
CC[C@@]12C(=O)N(c3ccccc3)C(=O)N1[C@H](c1cccc(C)c1)[C@@H]1C(=O)N(Cc3ccccc3)C(=O)[C@@H]12	-0.5	-9	1	-2	1	-0.3	1	i	2	2
C=CCn1c(SCC(=O)N2CC(=O)Nc3ccccc32)nc2scc(-c3cccs3)c2c1=O	2.8	-8	17	-6	-2	0.5	1	i	6	2
COc1ccc(OC)c(/C=C/C(=O)Nc2cccc(S(=O)(=O)NC3=NCCCCC3)c2)c1	1.7	-10	-1	-7	-5	-0.1	-1	i	2	-5
Cc1cccc(CN(CC(=O)N/N=C/c2ccco2)S(=O)(=O)c2ccc(Cl)cc2)c1	2.4	58*	5	37	3	0.6	3	i	9	9
CC1CN(C(=O)COC(=O)[C@@H](NC(=O)c2ccccc2Cl)C(C)C)CC(C)O1 (stereo not given in full)	-2.2	-2	-4	4	1	-0.1	4	i	5	-4
COCC(=O)Nc1ccc2c(c1)OCC(=O)N2Cc1ccccc1F	-0.8	-11	-4	-2	2	-0.1	-3	i	6	6
COc1cc(C(=O)OCC(=O)N2CCNC2=O)cc(Cl)c1OC	-1.2	-2	-4	-1	-4	-0.3	-3	i	-3	-6
O=C(O)CN1C(=O)C(=O)N(Cc2ccc(Cl)c(Cl)c2)C1=O	-0.2	-16	-2	-9	0	-0.1	4	i	-7	-1
COc1ccc(C(=O)c2nccc3ccccc23)cc1	-1.5	-7	-4	-2	-9	0.0	1	i	5	1
CC1(C)C=C(c2ccc(C(=O)O)s2)CC(C)(C)N1	-0.8	-8	1	2	-2	0.8	-4	i	1	1
